# Assay outcomes as filed in PubChem.
# KAT2A inh: GCN5L2 (KAT2A) acetyltransferase inhibition; AID 504327; GCN5L2 HAT assay, ThioGlo1 CoA-SH fluorescence; Potency, µM (highest dose often 58.9 µM), for the others: at the top dose activity change, negative = inhibition, hits mostly inhibitors; 390,000 tested, 0.21% active
# Target sequence (Q92830 whole entry, looked up): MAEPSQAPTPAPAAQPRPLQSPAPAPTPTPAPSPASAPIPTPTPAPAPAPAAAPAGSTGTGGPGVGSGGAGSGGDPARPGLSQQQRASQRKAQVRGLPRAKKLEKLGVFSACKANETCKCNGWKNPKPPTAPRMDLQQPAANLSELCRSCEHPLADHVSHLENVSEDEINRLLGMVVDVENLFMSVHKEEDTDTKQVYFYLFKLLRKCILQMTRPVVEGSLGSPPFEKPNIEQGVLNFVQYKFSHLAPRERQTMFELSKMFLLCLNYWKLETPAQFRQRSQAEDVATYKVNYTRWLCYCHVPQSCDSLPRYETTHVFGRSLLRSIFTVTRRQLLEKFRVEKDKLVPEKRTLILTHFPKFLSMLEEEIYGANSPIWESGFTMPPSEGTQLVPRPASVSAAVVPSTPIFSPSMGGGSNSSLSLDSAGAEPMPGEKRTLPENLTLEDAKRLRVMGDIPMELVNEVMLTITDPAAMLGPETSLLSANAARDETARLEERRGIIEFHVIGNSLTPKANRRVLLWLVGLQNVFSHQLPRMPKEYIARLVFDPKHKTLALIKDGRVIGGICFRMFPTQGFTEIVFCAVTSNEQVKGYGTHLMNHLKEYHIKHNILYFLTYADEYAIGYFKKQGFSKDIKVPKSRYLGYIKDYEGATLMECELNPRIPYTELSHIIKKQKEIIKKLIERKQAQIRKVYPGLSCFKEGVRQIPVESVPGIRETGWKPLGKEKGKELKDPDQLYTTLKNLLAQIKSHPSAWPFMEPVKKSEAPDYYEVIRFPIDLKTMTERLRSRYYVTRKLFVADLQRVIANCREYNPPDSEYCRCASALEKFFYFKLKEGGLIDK
#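 GCN5L2 (20 nM) in 50mM HEPES pH 7.5, 0.1mM EDTA, 0.01% Tween-20 preincubated 15 min with compounds at room temperature. Reaction started with H3(1-25) 75uM, acetyl-CoA 70uM, ThioGlo1 50uM; CoA-thiol fluorescence (Ex340/Em540) read at 0 and 20 min.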
# DT40 TDP1 CPT: DT40-hTDP1 cell growth loss with CPT; chicken DT40 Tdp1-/-;hTDP1 cells + 20 nM CPT, ATP luminescence, 48 h; Potency, µM (top dose mostly 46.2 µM), for inactives: at the highest dose activity change, negative = growth inhibition, actives largely listed as inhibitors; 420,000 tested, 12% active; AID 686979; further: nearly all actives have a fitted effect of over 55% in size
#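 Chicken DT40 Tdp1-/- cells complemented with human TDP1, 400 cells/well, exposed to compounds plus 20 nM camptothecin for at least 48 h at 37 C; viability read as ATP content by CellTiter-Glo luminescence.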
# DT40 TDP1 no CPT: qHTS for Inhibitors of human tyrosyl-DNA phosphodiesterase 1 (TDP1): qHTS in cells in absence of CPT | Potency, µM (doses to about 46.2 µM), for inactives: top-dose activity change, negative = growth inhibition, actives largely listed as inhibitors | DT40 Tdp1-/- hTDP1 cells, no CPT, ATP luminescence, 48 h | AID 686978, 2013 | 420,000 tested, 15% active; further: nearly all actives have a fitted effect of over 55% in size
#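 A cellular qHTS used chicken DT40 cells lacking endogenous Tdp1 but carrying stably transfected human TDP1. Compounds were applied without camptothecin, and cell growth kinetics were judged by ATP-dependent luminescence after ≥48 hr.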
# The depositor's hits bear a star; ? = inconclusive; nt = not tested or not shown; & = joins results of further samples; ! = repeats disagree. The call rests on the fitted dose curve; in most records, active means well fitted curve in the direction sought with a large enough effect; inconclusive means small, poorly fitted or top-dose-only effect, or another doubt; inactive means no such curve, though single readings can be large; an effect the other way counts as inactive or inconclusive. On the % scale 0 is the no-effect control and ±100 the full control effect; potency means the concentration at half of the fitted maximal effect. Compounds as they come; about 18% have a hit in one of these screens.
# Sequence of screens – KAT2A inh	DT40 TDP1 CPT	DT40 TDP1 no CPT
> Cc1n[nH]c(C)c1CCCCOc1ccccc1[N+](=O)[O-]
  -3%	21µM*	?
> Cc1cc(C)nc(SCCC(=O)N(C)C)n1
  -11%	-12%	2%
> CNC(=O)NC(=S)NC(=O)c1cccc(Cl)c1
  0%	-13%	-8%
> Cc1cccc(NC(=O)CCNC(=O)c2ccc(Br)cc2)c1C
  25%	8%	-16%
> COc1cc2c(C(=O)N3CCN(C4CCCCC4)CC3)cn(CC(C)C)c(=O)c2cc1OC
  1%	-17%	?
> O=C(NCCCNC(=O)c1cc(Cl)ccc1Cl)c1cnccn1
  -4%	4%	-7%
> O=c1c(=O)n(CCO)n(CCO)c(=O)n1CCO
  nt	13%	1%
> Cc1cc2nccc(-c3ccc(Cl)c([N+](=O)[O-])c3)n2n1
  -11%	-21%	?
> CCOc1cc(C(=S)N2CCOCC2)ccc1OS(=O)(=O)c1ccccc1
  -2%	?	?
> O=C(Nc1ccn(-c2ccccc2)n1)c1ccc(S(=O)(=O)N2CCCCCC2)cc1
  -9%	?	?
> O=C(CNC(=O)N1CC(=O)Nc2ccccc21)NCCCc1ccccc1
  nt	-6%	-24%
> O=C(Nc1ccccc1O)c1cc(S(=O)(=O)N2CCCC2)ccc1Cl
  -8%	?	21µM*
> CCC1(c2ccccc2)NC(=O)N(CC(=O)NNC(=O)c2ccoc2C)C1=O (centres undefined)
  -4%	0%	1%
> N#Cc1cccnc1N1CCN(C(=O)c2cccc3c2C(=O)c2ccc(Cl)cc2S3(=O)=O)CC1
  -1%	?	16µM*
> COc1ccc(Cn2c(CO)cnc2SCc2ccc(C)cc2)cc1
  4%	18µM*	?
> CC(C)C[C@H](NC(=O)c1[nH]cnc1C(=O)N[C@@H](C)C(=O)OC(C)(C)C)C(=O)OCc1ccccc1
  ?	?	16µM*
> COc1ccc(N2CCN(C(=O)c3cc(-c4ccc(F)cc4)[nH]c3C)CC2)cc1
  -2%	-21%	-20%
> O=C(NC(=S)Nc1ccccc1Br)c1ccc2c(c1)OCO2
  -2%	19%	3%
> Nc1ccccc1-c1nc2ccccc2[nH]1
  -4%	2%	-18%
> CC(C)CCOc1ccccc1Cn1c(=O)sc2ccccc21
  11%	?	?
> CN(CC(=O)NCc1ccc(F)cc1)Cc1cccc(Cl)c1
  -2%	12%	-23%
> COc1ccc(S(=O)(=O)N2CCN(C(=O)NCc3ccccc3)CC2)cc1
  -18%	?	-14%
> COCC(=O)Nc1cc([N+](=O)[O-])ccc1C
  -8%	23µM*	?
> COc1ccc(NC(=O)COC(=O)CCOc2ccccc2C)cc1Cl
  3%	-28%	-11%
> CCN(CCCNc1cc2c(c(N)c1S(=O)(=O)O)C(=O)c1ccccc1C2=O)c1ccccc1
  nt	?	18µM*
> CCOCCc1nnc(NC(=O)C(=O)c2cc(C)n(-c3ccc(Cl)cc3)c2C)s1
  -19%	?	?
> Cc1nc(-c2ccccc2)sc1C(=O)Nc1ccc(S(N)(=O)=O)cc1
  ?	-25%	13µM*
> Cc1cccc2nc(-c3ccc(Cl)s3)c(Nc3ccc4c(c3)OCCO4)n12
  -5%	?	?
> Cc1ccc(S(=O)(=O)N2CCCCC2C(=O)Nc2nncs2)cc1 (centres undefined)
  5%	8%	-3%
> CCN(CC)CC(O)Cn1c(-c2ccccc2Cl)nc2ccccc21 (centres undefined)
  0%	-11%	9%
> COc1ccc(NC(=O)OC(C)C)cc1
  -1%	?	?
> Cc1cc(N/C=C/C(=O)c2cccc3ccccc23)no1
  0%	?	-27%
> Cc1ccc(S(=O)(=O)N[C@H](C(=O)N2CCC(C(=O)N[C@@H](CCC(N)=O)C(=O)O)CC2)C(C)C)cc1
  -2%	-4%	0%
> CCc1nc2ccccc2c(C(=O)OCC(=O)Nc2cccc(S(=O)(=O)NC3=NCCCCC3)c2)c1C
  -8%	16µM*	4.6µM*
> CCc1ccc(N/C(N)=N/c2nc(CSc3ccccn3)cc(=O)[nH]2)cc1
  1%	15µM*	16µM*
> COc1cccc(Cc2nc3ccccc3nc2SCC(=O)Nc2ccccc2F)c1
  0%	20%	-16%
> COc1ccc(C2C(=O)N(C3CCC(C)CC3)CC(=O)N2C2CCCC2)cc1OC (centres undefined)
  9%	2%	-4%
> Cc1ccc(NC2=C(CC(=O)O)C(c3ccc(F)cc3)N(c3ccc(C)cc3)C2=O)cc1 (centres undefined)
  -2%	-22%	?
> CCOc1ccc(C(=O)N2CCSC2=S)cc1
  -5%	-22%	-2%
> Cn1cc([N+](=O)[O-])c(C(=O)Nc2ccc3c(c2)OCCO3)n1
  28%	-4%	-11%
> CCOc1ccc(CNc2ccc3c(c2)ncn3C)cc1
  -10%	-12%	?
> COc1ccc(NS(=O)(=O)c2ccc3c(c2)CCN3C(=O)CCC(=O)O)cc1Cl
  -1%	3%	-6%
> O=C(Cc1ccccc1F)Nc1ccc(S(=O)(=O)N2CCCC2)cc1
  -7%	?	1%
> CCOC(=O)/C(C#N)=C/c1ccc(OC(=O)c2ccccn2)cc1
  -1%	-1%	-7%
> CCc1ccccc1N(C)C(=O)C1CCCN(c2ncnc3onc(-c4ccc(F)cc4)c23)C1 (centres undefined)
  6%	13µM*	12µM*
> C=C(C)C(=O)OC1(C(F)(F)F)Oc2cc(C)ccc2NC1=O (centres undefined)
  -9%	16µM*	16µM*
> O=[N+]([O-])c1ccc(O)c(C=Nc2ccc3c(c2)OCCO3)c1
  -4%	6%	1%
> Cc1ccc(OCC(=O)Nc2cccc(S(=O)(=O)N3CCCCCC3)c2)c([N+](=O)[O-])n1
  -6%	?	16µM*
> COc1cc(NC(=O)N2CCc3nc(Nc4cc(Cl)cc(Cl)c4)ncc3C2)cc(OC)c1OC
  nt	23µM*	?
> CCCCCCCCCC(=O)N[C@H](CN1CCOCC1)[C@H](O)c1ccccc1
  2%	?	23µM*!
> COc1ccccc1N1CCN(CC(O)COc2ccc3c(C)cc(=O)oc3c2)CC1 (centres undefined)
  -1%	-27%	-16%
> CN1C2C=C3C(C#N)=C(N)C(C#N)(C#N)[C@@H](c4ccsc4)[C@@H]3C1CC2 (some centres undefined)
  3%	?	?
> COc1cc(OC)cc(C(=O)NCC(=O)OCC(=O)/C=C2/N(C)c3ccccc3C2(C)C)c1
  -12%	?	16µM*
> OCCNc1nc2ccc(Cl)cc2[nH]1
  0%	2%	-23%
> Cc1ccc2c(C)[nH]c(=O)cc2c1
  -4%	7.3µM*	7.3µM*
> Cc1ccc(C(C)C)cc2c(C)ccc1-2
  6%&-3%	?	-19%&9%&-25%
> O=C(Cc1c[nH]c2ccccc12)N1CCc2ccccc21
  -13%	-2%	?
> COc1ccc(OC)c(S(=O)(=O)Nc2cccc3ccccc23)c1
  nt	-14%	?
> O=C(NCc1ccc(Cl)nc1)c1ccc2nc([C@@H]3O[C@H](CO)[C@H](O)[C@H](O)[C@H]3O)[nH]c2c1
  nt	3%	8%
> Cc1cccc(OCCC(=O)Nc2ccc(S(=O)(=O)N3CCCC3)cc2)c1
  -13%	?	?

# New compounds follow.
# Sequence of screens – KAT2A inh	DT40 TDP1 CPT	DT40 TDP1 no CPT
> CCC(=O)Nc1ccccc1-c1nc2ccccc2n(C(C)C(=O)Nc2cccc(Cl)c2C)c1=O (centres undefined)
  ?	?	?
> O=C(CCc1ccccc1)NNC(=O)Nc1ccccc1
  3%	-4%	-8%
> C(=C\c1cc(/C=C/c2ccccc2)ncn1)/c1ccccc1
  15%	-6%	-14%
> CC(C)OC1(c2ccccc2)OC(=O)c2ccccc21 (centres undefined)
  16%	-21%	6%
> Cc1ccc(C)n1NC(=O)c1ccco1
  -15%	1%	-3%
> O=C(CC(=O)N/N=C/c1ccc(Cl)cc1Cl)NCc1ccccc1
  -1%	-8%	-6%
> COc1ccc2cc(C)c(SCC(=O)Nc3cc(C)on3)nc2c1
  -4%	-10%	-1%
> CCCc1nc2ccc(C(=O)OC)cn2c1Cc1ccccc1C(F)(F)F
  nt	?	16µM*
> CCOc1ccc(C2C(C(=O)c3ccc(C)o3)=C(O)C(=O)N2c2cc(C)on2)cc1OC (centres undefined)
  -12%	-9%	19%
> COc1cccc(NC(=S)Nc2cccnc2)c1
  -4%	-13%	-1%
> CCc1ccc(NC2=NC(C(=O)c3ccccc3)CC(=O)N2)cc1 (centres undefined)
  0%	-19%	-5%
> CC(C)CCNC(=O)c1cc2cc(S(=O)(=O)N3CCCCC3)ccc2n1C
  -12%	?	?
> Cc1cccc(N(C)c2nc3ccccc3c3nnc(C)n23)c1
  -9%	?	29µM*
> COc1ccc(-c2cc(NC(C)=O)c3ncc(-c4ccc(F)cc4)n3c2)cc1OC
  nt	23µM*	15µM*
> COc1cc(N/N=C(\C)c2ccc(O)c(C)c2)nc(-c2ccccc2)n1
  -9%	?	?

# Rewritten with bars between the fields: entries from further up
compound | KAT2A inh | DT40 TDP1 CPT | DT40 TDP1 no CPT
Cc1cccc(OCCC(=O)Nc2ccc(S(=O)(=O)N3CCCC3)cc2)c1 | -13% | ? | ?
CCC(=O)Nc1ccccc1-c1nc2ccccc2n(C(C)C(=O)Nc2cccc(Cl)c2C)c1=O (centres undefined) | ? | ? | ?
O=C(CCc1ccccc1)NNC(=O)Nc1ccccc1 | 3% | -4% | -8%
C(=C\c1cc(/C=C/c2ccccc2)ncn1)/c1ccccc1 | 15% | -6% | -14%
CC(C)OC1(c2ccccc2)OC(=O)c2ccccc21 (centres undefined) | 16% | -21% | 6%
Cc1ccc(C)n1NC(=O)c1ccco1 | -15% | 1% | -3%
O=C(CC(=O)N/N=C/c1ccc(Cl)cc1Cl)NCc1ccccc1 | -1% | -8% | -6%
COc1ccc2cc(C)c(SCC(=O)Nc3cc(C)on3)nc2c1 | -4% | -10% | -1%
CCCc1nc2ccc(C(=O)OC)cn2c1Cc1ccccc1C(F)(F)F | nt | ? | 16µM*
CCOc1ccc(C2C(C(=O)c3ccc(C)o3)=C(O)C(=O)N2c2cc(C)on2)cc1OC (centres undefined) | -12% | -9% | 19%
COc1cccc(NC(=S)Nc2cccnc2)c1 | -4% | -13% | -1%
CCc1ccc(NC2=NC(C(=O)c3ccccc3)CC(=O)N2)cc1 (centres undefined) | 0% | -19% | -5%
CC(C)CCNC(=O)c1cc2cc(S(=O)(=O)N3CCCCC3)ccc2n1C | -12% | ? | ?
Cc1cccc(N(C)c2nc3ccccc3c3nnc(C)n23)c1 | -9% | ? | 29µM*

# (cont.)
# Sequence of screens – KAT2A inh	DT40 TDP1 CPT	DT40 TDP1 no CPT
> CCCCNC(=O)C(NC(=O)Cc1cc(OC)cc(OC)c1)C(=O)c1ccccc1 (centres undefined)
  nt	?	?
> CCn1c2ccccc2c2nnc(SCCN3CCOCC3)nc21
  -16%	-20%	?
> Clc1ccc(C[n+]2cc(-c3ccc(Cl)cc3)n3c2CCC3)cc1
  -6%	4.6µM*	5.8µM*
> Cc1cccc(N2CCN(C(=O)C(Cc3ccccc3)n3cccc3)CC2)c1C (centres undefined)
  -27%	18µM*	16µM*
> Cc1ccc(NC(=S)N2CCN(c3ccccn3)CC2)cc1C
  -14%	-15%	-10%
> COc1ccc(C(=O)Nc2ccc3c(c2)OCCO3)cc1Br
  -4%	-9%	-16%
> CN(C(=O)c1coc(=O)c2ccccc12)c1ccc(F)cc1
  7%	-16%	-23%
> Cc1ccc(-n2nc3c(c2NC(=O)c2ccco2)CS(=O)(=O)C3)cc1C
  -9%	-6%	-3%
> CS(=O)(=O)N1CCC(CO)(Cc2ccccc2C(F)(F)F)CC1
  7%	-13%	3%
> COc1ccc(C)cc1Nc1c2c(nc3ccccc13)CCC2
  24%&-6%	3.3µM*	2.6µM*
> Brc1ccc(-c2nc3ccccn3c2Nc2ccc3c(c2)OCCO3)o1
  -2%	26µM*	?
> O=C(CSCc1cc(=O)c2ccccc2[nH]1)Nc1cccc(C(F)(F)F)c1
  -9%	-25%	?
> Cc1ccccc1S(=O)(=O)NC(=O)C1(C)CCN1C(=O)CC(c1ccccc1)c1ccccc1 (centres undefined)
  nt	5.8µM*	5.8µM*
> Cc1ccccc1Nc1nn2c(=O)c3ccc(C(=O)N4CCCC(C)C4)cc3nc2s1 (centres undefined)
  -9%	15µM*	16µM*
> CCOC(=O)c1ccc(NC(=O)CC2C(=O)N(c3ccccc3)C(=O)N2CCCOC)cc1 (centres undefined)
  2%	-17%	-2%
